Compound activity as filed in PubChem BioAssay.
KAT2A inh: GCN5L2 (KAT2A) acetyltransferase inhibition. hit rate 0.21% among 390,000. AID 504327. Q92830. Potency, µM (highest dose often 58.9 µM), for the others: top-dose activity change, negative = inhibition, hits mostly inhibitors. GCN5L2 HAT assay, ThioGlo1 CoA-SH fluorescence
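Preincubate 20nM GCN5L2 with compound 15 min, RT → add 50uM ThioGlo1 + 75uM H3(1-25) + 70uM acetyl-CoA → read fluorescence 0 and 20 min. Primary qHTS; fluorescent artifacts likely.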
TDP1 inh: inhibitors of human tyrosyl-DNA phosphodiesterase TDP1 | Q9NUW8 | recombinant TDP1, AlphaScreen DNA substrate cleavage | Potency, µM (doses to about 130 µM), without a hit: at the top dose activity change, negative = inhibition, actives largely listed as inhibitors | hit rate 0.28% among 350,000 | AID 485290; further: nearly all actives have a fitted effect of over 40% in size
Target sequence (Q9NUW8 whole entry, looked up): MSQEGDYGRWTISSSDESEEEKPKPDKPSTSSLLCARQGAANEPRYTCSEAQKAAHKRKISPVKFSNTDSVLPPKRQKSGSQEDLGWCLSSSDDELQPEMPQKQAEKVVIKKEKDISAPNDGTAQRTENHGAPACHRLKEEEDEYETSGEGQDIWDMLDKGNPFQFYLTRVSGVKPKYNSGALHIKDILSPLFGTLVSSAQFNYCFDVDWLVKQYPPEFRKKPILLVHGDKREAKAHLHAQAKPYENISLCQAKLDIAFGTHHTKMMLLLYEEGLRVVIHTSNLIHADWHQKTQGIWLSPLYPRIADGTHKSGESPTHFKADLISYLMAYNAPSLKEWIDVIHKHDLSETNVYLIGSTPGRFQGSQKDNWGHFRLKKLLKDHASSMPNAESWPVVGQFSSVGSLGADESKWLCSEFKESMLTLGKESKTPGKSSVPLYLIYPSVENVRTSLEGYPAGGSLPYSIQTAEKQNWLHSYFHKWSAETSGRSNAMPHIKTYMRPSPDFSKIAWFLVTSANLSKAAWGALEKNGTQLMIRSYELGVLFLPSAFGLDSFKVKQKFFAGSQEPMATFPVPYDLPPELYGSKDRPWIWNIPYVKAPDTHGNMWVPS
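Steps: enzyme plus compound, 15 min RT; add biotin/phosphotyrosine-FITC oligonucleotide (15 nM final), react 5 min; add donor/acceptor beads (10 ug/ml final), 10 min; read AlphaScreen. Tdp1 at 1 nM final.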
DT40 TDP1 no CPT: qHTS for Inhibitors of human tyrosyl-DNA phosphodiesterase 1 (TDP1): qHTS in cells in absence of CPT; DT40 Tdp1-/- hTDP1 cells, no CPT, ATP luminescence, 48 h; Potency, µM (series often up to 46.2 µM), without a hit: at the top dose activity change, negative = growth inhibition, actives largely listed as inhibitors; hit rate 15% among 420,000; AID 686978, 2013; further: nearly all actives have a fitted effect of over 55% in size
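DT40 Tdp1-/-;hTDP1 cells, no CPT (DMSO vehicle only), 400 cells/well; compounds pin-transferred; ≥48 hr, 37 °C; CellTiter-Glo 30 min RT dark, luminescence read.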
An asterisk follows results filed as active; & = joins results of further samples; ! = not active in a repeat; [ ] = remark or other dose. The call rests on the fitted dose curve; in most records, active means well fitted curve in the direction sought with a large enough effect; inconclusive means small, poorly fitted or top-dose-only effect, or another doubt; inactive means no such curve, though single readings can be large; an effect the other way counts as inactive or inconclusive. On the % scale 0 is the no-effect control and ±100 the full control effect; potency means the concentration at half of the fitted maximal effect.

What do the screens show for `CC(=O)c1c(C(C)=O)c(C)n(-c2nc(-c3ccc(Br)cc3)c(C)s2)c1C`?
KAT2A inh: -11%; TDP1 inh: 4%; DT40 TDP1 no CPT: 16µM*

Results for COc1ccc(-c2nn(-c3ccccc3)cc2/C=N/N2C(=O)CSC2=S)cc1 ?
KAT2A inh: -5%; TDP1 inh: 10%; DT40 TDP1 no CPT: 16µM*

How did Cc1cccc(NC(=O)COC(=O)c2ccc(S(=O)(=O)N3CCCCCC3)cc2)c1 do in these assays?
KAT2A inh: 3%; TDP1 inh: -1%; DT40 TDP1 no CPT: -10%

Results for CCCC(=O)Nc1nc2ccc(C(=O)OCC)cc2s1 ?
KAT2A inh: -10%; TDP1 inh: 10%; DT40 TDP1 no CPT: inconclusive

How did CCOc1ccc2c(=O)c(-c3ccc4c(c3)OCCCO4)c(C)oc2c1 do in these assays?
KAT2A inh: 20%; TDP1 inh: 3%; DT40 TDP1 no CPT: 13µM*

How did CC1Cc2ccccc2N1C(=O)Cn1nc(C(=O)O)c2ccccc2c1=O (stereo unspecified) do in these assays?
KAT2A inh: -3%; TDP1 inh: 6%; DT40 TDP1 no CPT: -11%

What do the screens show for `CC(NS(=O)(=O)c1ccc(Br)cc1)C(=O)NCc1ccco1` (stereo unspecified)?
KAT2A inh: -5%; TDP1 inh: 3%; DT40 TDP1 no CPT: -18%

How did COc1ccccc1CNC(=O)CCc1c(C)nn(-c2ccc(N3CCCCC3)nn2)c1C do in these assays?
KAT2A inh: -4%; TDP1 inh: 10%; DT40 TDP1 no CPT: 26µM*

What do the screens show for `Cc1ccc2[nH]cc(C(=O)CN3CCN(c4ccccn4)CC3)c2c1`?
KAT2A inh: 1%; TDP1 inh: 2%; DT40 TDP1 no CPT: -27%

Results for COC(=O)c1cn(N(C)c2ncc(C(F)(F)F)cc2Cl)c(=O)c2ccccc12 ?
KAT2A inh: -3%; TDP1 inh: 4%; DT40 TDP1 no CPT: inconclusive

What do the screens show for `COc1ccc(-c2csc3ncnc(N4CCN(c5cccc(C)c5C)CC4)c23)cc1`?
KAT2A inh: 10%; TDP1 inh: 6%[56.1 µM]; DT40 TDP1 no CPT: inconclusive

How did C=CCn1c(CCc2ccccc2)nnc1SCC(=O)OC do in these assays?
KAT2A inh: 1%; TDP1 inh: 4%; DT40 TDP1 no CPT: 0%

Results for Cc1cc(C)nc(NS(=O)(=O)c2ccc(NC(=O)c3cc(=O)c4ccccc4o3)cc2)n1 ?
KAT2A inh: -9%; TDP1 inh: 7%; DT40 TDP1 no CPT: 20%

What do the screens show for `Cc1cccc(NC(=O)CSc2nnc(CNC(=O)c3ccco3)n2C)c1C`?
KAT2A inh: 3%; TDP1 inh: 2%; DT40 TDP1 no CPT: 2%

Results for FC(F)(F)c1nnc(N2CCN(c3ccc(Cl)cc3)CC2)s1 ?
KAT2A inh: 13%; DT40 TDP1 no CPT: -6%

Results for O=C(O)COc1ccc(/C=N/NC(=O)/C(=C/C=C/c2ccccc2)NC(=O)c2ccccc2)cc1 ?
KAT2A inh: -14%; DT40 TDP1 no CPT: 17%

What do the screens show for `Cc1cccc(-c2cccc(NC(=O)C3CCCN(Cc4cccnc4)C3)c2)c1` (stereo unspecified)?
KAT2A inh: -35%; TDP1 inh: 5%; DT40 TDP1 no CPT: inconclusive

What do the screens show for `Cc1n[nH]c(=O)c2c(NC(=O)COC(=O)c3ncc(Cl)c(Cl)c3Cl)oc(C)c12`?
KAT2A inh: -5%; TDP1 inh: 4%; DT40 TDP1 no CPT: 6%

Results for O=C(Cc1ccccc1)Nc1ccc(C(=O)NCC2COc3ccccc3O2)cc1 (stereo unspecified) ?
KAT2A inh: -6%; TDP1 inh: 8%; DT40 TDP1 no CPT: inconclusive

Results for C=CCn1c(SCC(=O)NCCOC)nnc1-c1cc2c(s1)CCC(CC)C2 (stereo unspecified) ?
KAT2A inh: -4%; TDP1 inh: 0%; DT40 TDP1 no CPT: 18µM*

What do the screens show for `CC1CCCCN1C(=O)Cn1cc(/C=C2/C(=O)Nc3ccccc32)c2ccccc21` (stereo unspecified)?
KAT2A inh: -15%; TDP1 inh: 8%

What do the screens show for `CC(OC(=O)C(C)Oc1ccccc1)C(=O)Nc1ccc(S(=O)(=O)N2CCCCC2)cc1` (stereo unspecified)?
KAT2A inh: -14%; TDP1 inh: 0%; DT40 TDP1 no CPT: -16%

What do the screens show for `CCC(=O)Nc1ccc(C(=O)COC(=O)c2sc(C)nc2C)cc1`?
KAT2A inh: 1%; TDP1 inh: 4%; DT40 TDP1 no CPT: -39%

How did CN(C(=O)C(=O)c1cn(CC(=O)N2CCCC2)c2ccccc12)C1CCCCC1 do in these assays?
KAT2A inh: -5%; TDP1 inh: 1%; DT40 TDP1 no CPT: -4%

What do the screens show for `CCCCN(C(=O)C1=CC=CN2CCS(=O)(=O)N=C12)c1ccccc1`?
KAT2A inh: -13%; TDP1 inh: 6%; DT40 TDP1 no CPT: inconclusive

Results for COc1ccc(-n2nnc3c(SCC(=O)OCc4ccccc4)ncnc32)cc1 ?
KAT2A inh: -3%; TDP1 inh: 4%; DT40 TDP1 no CPT: inconclusive

Results for CCN(c1ccc(C)c(C)c1)S(=O)(=O)c1c(C)[nH]c(=O)[nH]c1=O ?
KAT2A inh: -3%; TDP1 inh: 4%; DT40 TDP1 no CPT: inconclusive

What do the screens show for `CCOC(=O)c1c(C)n(C)c2ccc(OCC(O)CN3CCN(C)CC3)cc12` (stereo unspecified)?
KAT2A inh: -8%; TDP1 inh: 7%; DT40 TDP1 no CPT: -10%

Results for Cc1ccc(S(=O)(=O)c2nc(S(C)(=O)=O)sc2N(C)Cc2ccccc2)cc1 ?
KAT2A inh: -14%; TDP1 inh: 10%; DT40 TDP1 no CPT: 21µM*

How did COc1cnc(SCc2ccc(Cl)cc2)nc1Cl do in these assays?
KAT2A inh: -11%; DT40 TDP1 no CPT: inconclusive

Entries above with an aryl thioether with sulfur outside any ring, in the order listed:
How did C=CCn1c(CCc2ccccc2)nnc1SCC(=O)OC do in these assays?
KAT2A inh: 1%; TDP1 inh: 4%; DT40 TDP1 no CPT: 0%

What do the screens show for `Cc1cccc(NC(=O)CSc2nnc(CNC(=O)c3ccco3)n2C)c1C`?
KAT2A inh: 3%; TDP1 inh: 2%; DT40 TDP1 no CPT: 2%

Results for C=CCn1c(SCC(=O)NCCOC)nnc1-c1cc2c(s1)CCC(CC)C2 (stereo unspecified) ?
KAT2A inh: -4%; TDP1 inh: 0%; DT40 TDP1 no CPT: 18µM*

Results for COc1ccc(-n2nnc3c(SCC(=O)OCc4ccccc4)ncnc32)cc1 ?
KAT2A inh: -3%; TDP1 inh: 4%; DT40 TDP1 no CPT: inconclusive

How did COc1cnc(SCc2ccc(Cl)cc2)nc1Cl do in these assays?
KAT2A inh: -11%; DT40 TDP1 no CPT: inconclusive

The results go on:
How did O=c1c2ccccc2[nH]c(=S)n1CCN1CCCCC1 do in these assays?
KAT2A inh: -4%; TDP1 inh: 0%; DT40 TDP1 no CPT: 27%

How did COc1ccc(-c2noc(-c3cccnc3NCc3ccco3)n2)cc1 do in these assays?
KAT2A inh: -3%; TDP1 inh: 9%; DT40 TDP1 no CPT: inconclusive

Results for C[N+](C)(C)C[C@H](O)CC(=O)[O-] ?
KAT2A inh: -6%; DT40 TDP1 no CPT: 2%

Results for Cc1ccc(C(c2nnnn2CS(=O)(=O)c2ccc(C)cc2)N2CCC(C)CC2)cc1 (stereo unspecified) ?
KAT2A inh: 2%; TDP1 inh: 1%; DT40 TDP1 no CPT: inconclusive

How did CCOC(=O)N1CCC(NC(=O)C(CC(C)C)NC(=O)C2CCC(C)CC2)CC1 (stereo unspecified) do in these assays?
KAT2A inh: 0%; TDP1 inh: -2%; DT40 TDP1 no CPT: -14%

How did COc1ccc(NC(=O)c2c(C(=O)Nc3ccccc3)sc3nc(C)cc(=O)n23)cc1 do in these assays?
KAT2A inh: -2%; TDP1 inh: 1%; DT40 TDP1 no CPT: -7%

How did Cc1ccc(N)cc1O do in these assays?
KAT2A inh: -6%; TDP1 inh: -4%&12%; DT40 TDP1 no CPT: 6.9µM*!

Results for CCC(=O)C1=C(c2ccc(Cl)cc2)N(C(=O)CC)n2c(C)nnc2S1 ?
KAT2A inh: -7%; TDP1 inh: -3%; DT40 TDP1 no CPT: 7.3µM*

How did Cc1ccc(CNC(=O)CCCc2cn(C)c3ccccc23)cc1 do in these assays?
KAT2A inh: -8%; DT40 TDP1 no CPT: inconclusive

What do the screens show for `CC(=O)c1ccc(Nc2ccc3cc(S(=O)(=O)N4CCCC4)ccc3n2)cc1`?
KAT2A inh: -4%; TDP1 inh: -3%; DT40 TDP1 no CPT: inconclusive

Results for O=S(=O)(c1ccc(SCCO)nc1)N1CCOCC1 ?
KAT2A inh: -14%; TDP1 inh: 0%; DT40 TDP1 no CPT: 13%

How did COc1cccc(/C=C/C(=O)Nc2ccc(C(=O)Nc3cccc(S(N)(=O)=O)c3)cc2)c1OC do in these assays?
KAT2A inh: -2%; TDP1 inh: 3%[0.0935 µM]; DT40 TDP1 no CPT: inconclusive

Results for CCCNC(=S)NNC(=O)c1cc(-c2cccnc2)nc2ccccc12 ?
KAT2A inh: 2%; TDP1 inh: 2%; DT40 TDP1 no CPT: 3%

How did Cc1ccccc1OC(C)C(=O)Nc1ccc2c(c1)OCO2 (stereo unspecified) do in these assays?
KAT2A inh: -7%; TDP1 inh: 5%; DT40 TDP1 no CPT: 7%

How did Nc1[nH]nc2nc3ccccc3cc12 do in these assays?
KAT2A inh: -7%; TDP1 inh: 5%; DT40 TDP1 no CPT: 8%

Results for CC(/C=C/c1ccco1)=N/NC(=O)C1COc2ccccc2O1 (stereo unspecified) ?
KAT2A inh: -3%; DT40 TDP1 no CPT: 16µM*

How did CCOC(=O)c1cc2cc3ccccc3cc2[nH]1 do in these assays?
KAT2A inh: -3%; TDP1 inh: -11%[56.1 µM]; DT40 TDP1 no CPT: inconclusive

Results for Cc1ccccc1C(=O)NCc1nnc(SCC(=O)N2c3ccccc3Sc3ccccc32)n1C ?
KAT2A inh: -3%; TDP1 inh: 4%; DT40 TDP1 no CPT: inconclusive

How did COc1cccc(NC(=O)C2CCN(c3nc4ccccc4nc3C(F)(F)F)CC2)c1 do in these assays?
KAT2A inh: 0%; TDP1 inh: 0%; DT40 TDP1 no CPT: 15µM*

Results for O=C(Nc1ccccc1)/C(=C\c1ccccc1)NC(=O)c1ccco1 ?
KAT2A inh: -5%; DT40 TDP1 no CPT: 7%

Results for O=S1(=O)CCC(NC(=S)NC2CCS(=O)(=O)C2)C1 (stereo unspecified) ?
KAT2A inh: 2%; TDP1 inh: -2%; DT40 TDP1 no CPT: -7%

Results for Cc1noc(C)c1COC(=O)CNC(=O)c1ccc(Cl)cc1 ?
KAT2A inh: -15%; TDP1 inh: -1%; DT40 TDP1 no CPT: -1%

What do the screens show for `Cc1ccc(C)c(NC(=O)CCC(=O)NNC(=O)c2cccc([N+](=O)[O-])c2)c1`?
KAT2A inh: -6%; TDP1 inh: 2%; DT40 TDP1 no CPT: -2%

What do the screens show for `COC(=O)C(NC(C)=O)(Nc1cc(C)ccn1)C(F)(F)F` (stereo unspecified)?
KAT2A inh: -11%; TDP1 inh: 2%; DT40 TDP1 no CPT: -22%

How did COc1cc(/C=N/NC(=O)c2ccc(O)cc2)ccc1OCC(=O)Nc1cccc([N+](=O)[O-])c1 do in these assays?
KAT2A inh: -3%; DT40 TDP1 no CPT: -12%

Results for O=C(CSc1c2c(nc3ccc(Cl)cc13)CCCC2)N1CCN(c2cccc(Cl)c2)CC1 ?
KAT2A inh: -8%; TDP1 inh: -2%; DT40 TDP1 no CPT: inconclusive

How did CCOC(=O)C1=C(C)N(CCCCCC(=O)O)C(=O)NC1c1ccc(Br)cc1 (stereo unspecified) do in these assays?
KAT2A inh: -6%; DT40 TDP1 no CPT: -13%

How did COCC(=O)Nc1ccccc1-c1ccccc1 do in these assays?
KAT2A inh: -9%; TDP1 inh: 8%; DT40 TDP1 no CPT: 17%

Results for COc1ccc(N(C)S(=O)(=O)c2cccc(C(=O)OCC(=O)N(C)c3ccccc3)c2)cc1 ?
KAT2A inh: -8%; TDP1 inh: -2%; DT40 TDP1 no CPT: 21µM*

How did CCCCOc1ccc(C(=O)NCCc2sc(-c3cccc(F)c3)nc2C)cc1 do in these assays?
KAT2A inh: -1%; TDP1 inh: -1%; DT40 TDP1 no CPT: inconclusive

How did N/C(=N\N=C/c1ccc(F)cc1)N/N=C\c1ccc(F)cc1 do in these assays?
KAT2A inh: -7%; DT40 TDP1 no CPT: inconclusive

The list is partial, so the mix of outcomes need not match the whole.
